# ATXN viability = viability counter-screen for ATXN expression inhibitors; S2 cells (HEK-293 line with an ATXN2-luciferase reporter) viability, CellTiter-Fluor protease fluorescence, 24 h; Potency, µM (highest dose often 56.7 µM), most hits filed as cytotoxic; 400,000 tested, 0.49% active; AID 651635; also: potency is read from the fitted curve at half-maximal effect; nearly all actives have a fitted effect of over 40% in size
# IL1B secr inh = inhibitors of inflammasome signaling (IL-1 beta secretion) | THP-1 LPS/ATP IL-1B secretion, AlphaLISA, 16 h; active compounds read low | activity change, % at 57.5 µM | 360,000 tested, 4.7% active | AID 743279; in the data active = activity change below about -50%; inconclusive = mostly about -30% to -49%; also: % is scaled to controls: 0 for no effect and ±100 for the full control effect
#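 Secreted IL-1B measured by AlphaLISA bead assay after 16 h compound exposure of THP-1 cells; compounds (final up to 57.5 uM) added 1 h before LPS (250 ng/mL) and ATP (1.25 mM) stimulation; lower signal means less secretion.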
# KB-V1 MDR tox = kills drug-selected multidrug resistant KB-V1 cells | KB-V1 MDR cells viability, CellTiter-Glo, 72 h | Potency, µM (highest dose often 46.1 µM), without a hit: at the top dose activity change, negative = cytotoxicity, hits mostly cytotoxic | 400,000 tested, 3.4% active | AID 1347076; also: potency is read from the fitted curve at half-maximal effect; % is scaled to controls: 0 for no effect and ±100 for the full control effect; nearly all actives have a fitted effect of over 60% in size
#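 Following 72 h at 37 degrees C with compound, KB-V1 cell viability was read by CellTiter-Glo luminescence, medium being phenol-red-free DMEM plus 10% FBS; concentration-response parameters came from normalized, curve-fitted qHTS data.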
# HT1080 IDH1KD tx = kills HT-1080 cells with IDH1 knockdown; HT-1080 IDH1 knockdown viability, ATP luminescence, 48 h; 360,000 tested, 2% active; Potency, µM (doses to about 46.1 µM), for the others: top-dose activity, negative = toxicity, actives largely listed as cytotoxic;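 also: potency is read from the fitted curve at half-maximal effect; 0% = DMSO wells and -100% = cell-free medium wells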
#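 After a 2 h attachment period, IDH1KD HT-1080 cells took pin-transferred compound for 48 h at 37 °C; ATP-based luminescence after 10 min room-temperature reagent incubation reported viability.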
# MCF10A rereplic = induces DNA re-replication in MCF 10a normal breast cells. Potency, µM (top dose mostly 46.1 µM), for the others: top-dose activity, positive = re-replication, hits mostly activators. MCF 10A DNA re-replication, Hoechst nuclear intensity, 48 h. 350,000 tested, 2.9% active; also: potency is read from the fitted curve at half-maximal effect; % of control where 0% means no effect; nearly all actives have a fitted effect of over 50% in size
# KB-3-1 tox = kills parental KB-3-1 adenocarcinoma cells | KB-3-1 viability, CellTiter-Glo ATP luminescence, 72 h | Potency, µM (titrated, usually from 46.1 µM), without a hit: at the top dose activity change, negative = cytotoxic, usual class: cytotoxic | 400,000 tested, 1.4% active; also: potency is read from the fitted curve at half-maximal effect; % is scaled to controls: 0 for no effect and ±100 for the full control effect; nearly all actives have a fitted effect of over 60% in size
#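 Cells are dispensed, compounds pinned in, plates held at 37 °C for 72 h, then CellTiter-Glo is added and luminescence read after 10 minutes. Cell line: parental KB-3-1 in phenol-red-free DMEM, 10% FBS.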
# HT1080-NT tox = kills 2HG-producing HT-1080-NT fibrosarcoma cells; AID 686970; 360,000 tested, 1.6% active; Potency, µM (titrated, usually from 46.1 µM), for the others: top-dose activity, negative = less viability, usual class: cytotoxic; HT-1080-NT fibrosarcoma viability, CellTiter-Glo ATP luminescence, 48 h;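 also: NT is the 2HG producing partner of a matched IDH1 knockdown line; potency is read from the fitted curve at half-maximal effect; 0% = DMSO-treated cells and -100% = media-only wells without cells; nearly all actives have a fitted effect of over 55% in size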
#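 Compounds were tested in concentration-response format on HT-1080-NT cells for 48 hours at 37 degrees C. Cell viability came from CellTiter-Glo luminescence; curves were classified by r2, response magnitude and activity.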
# ATXN2 expr inh = ATXN2 expression inhibition; 360,000 tested, 0.72% active; HEK-293 ATXN2-luciferase reporter, luminescence, 24 h; AID 1745845; Potency, µM (titrated, usually from 57 µM), for inactives: top-dose activity change, negative = inhibition, actives largely listed as inhibitors; also: potency is read from the fitted curve at half-maximal effect; % is scaled to controls: 0 for no effect and ±100 for the full control effect; nearly all actives have a fitted effect of over 55% in size
#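 ATXN2-luciferase reporter cells (luciferase flanked by upstream and downstream ATXN2 gene portions) were treated 24 h at 37 °C with compounds at up to 57 uM. SteadyGlo luminescence gave expression; GF-AFC fluorescence gave viability.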
# SW480 rerep = DNA re-replication induction in SW480 cells | SW480 DNA re-replication, Hoechst DNA content imaging, 48 h | Potency, µM (doses to about 46.1 µM), inactives show at the highest dose re-replication activation, most hits filed as activators | AID 624297 | 340,000 tested, 1.8% active; also: potency is read from the fitted curve at half-maximal effect; % of control where 0% means no effect; nearly all actives have a fitted effect of over 55% in size
#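 Per well, 250 cells were exposed to pinned compound for 48 hr. Nuclear DNA was visualised with Hoechst (40 min, 37 C) and total object intensity recorded by fluorescence scanning.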
# An asterisk follows results filed as active; i = inactive; u = inconclusive; x = no result given; & = joins results of further samples; [ ] = dose if it differs, or a comment. Unless noted, calls follow the shape of the dose curve; as a rule, active = well fitted curve in the direction sought with a large enough effect; inconclusive = small, poorly fitted or top-dose-only effect, or another doubt; inactive = no such curve, though single readings can be large; an effect the other way counts as inactive or inconclusive.
# Results follow in this order: ATXN viability, MCF10A rereplic, KB-V1 MDR tox, SW480 rerep, KB-3-1 tox, HT1080 IDH1KD tx, IL1B secr inh, ATXN2 expr inh, HT1080-NT tox
> COc1ccc(Nc2nc3ccccc3nc2NS(=O)(=O)c2cccs2)cc1
  i, u, -21%, -9%, -1%, -18%, -24, -16%, 0%
> Cn1c(Sc2ccc(C(F)(F)F)cc2[N+](=O)[O-])nnc1-c1ccccc1
  i, 13%, 21µM*, 4%, -26%, -11%, -18, 1%, -25%
> Cc1nc2ccccc2c(=O)n1CCCn1ccnc1
  i, 14%, 2%, 2%, 7%, 3%, 9, -2%, 10%
> CC1CCc2c(sc(NS(=O)(=O)c3ccccc3)c2C(=O)OC(C)C)C1 (configuration not stated)
  i, 24%, -6%, -9%, -23%, 0%, 16, -7%, -4%
> O=C1CCc2cc(S(=O)(=O)Nc3ccc(F)cc3)ccc2N1
  i, -5%, -29%, -12%, -16%, -11%, 11, 1%, -1%
> O=C(Nc1ccccc1)N(Cc1ccccc1)Cc1ccccc1
  i, -16%, -17%, 1%, -15%, -2%, -14, 8%, 4%
> COC(=O)c1ccc(COc2ccccc2/C=N/NC(N)=O)o1
  i, -26%, -3%, -9%, 9%, 15%, x, 22%, 15%
> CN1CCN(C(=O)/C=C/c2ccc(Cl)c(Cl)c2)CC1
  i, 11%, -1%, u, 3%, -1%, 0, 20%, -10%
> CCOc1ccc(-n2c(SCC(=O)Nc3nccs3)nnc2-c2ccoc2C)cc1
  i, 8%, -23%, -6%, 12%, -17%, 11, 9%, -14%
> Cc1ccc(NC(=O)C2CCCN(S(=O)(=O)c3c(C)n[nH]c3C)C2)cc1Cl (configuration not stated)
  i, x, 3%, x, -5%, x, x, -15%, x
> O=C(/C=C/c1ccccc1)NC(=S)Nc1cccnc1
  i, -8%, -6%, -5%, 6%, 0%, -27, -3%, -6%
> COc1ccccc1N1CCN(C(=O)C(C)N(c2ccc(C)c(C)c2)S(C)(=O)=O)CC1 (configuration not stated)
  i, 2%, -10%, 2%, -11%, -2%, -3, -10%, 1%
> O=C(N/C(=C/c1cccc([N+](=O)[O-])c1)C(=O)N1CCCCCC1)c1ccco1
  i, -16%, -8%, 4%, 19%, -3%, -12, -9%, 0%
> COc1ccc(/C(C)=N/N=C2/NC(=O)CC(C(=O)O)S2)cc1 (configuration not stated)
  i, -12%, 13%, 5%, 1%, 1%, -11, -11%, -3%
> O=C(CSCc1ccc(Cl)cc1)NCC1CCCO1 (configuration not stated)
  i, -1%, 0%, -10%, 5%, 10%, -2, 23%, 13%
> COc1ccccc1CNC(=O)N1CCN(c2ccccc2Cl)CC1
  i, u, -2%, 6%, -2%, 4%, -15, -2%, 15%
> Cc1ccc(SCc2cc(-c3ccc(Cl)cc3)no2)cc1
  i, -5%, 0%, -7%, 0%, 1%, 34, 31%[activator], 19%
> CC(C)(Oc1ccc(C2CC2(Cl)Cl)cc1)C(=O)O (configuration not stated)
  i, 0%&-2%, 14%, 1%&-1%, 0%, 9%, 12, 7%, 21%
> CC(=NCCc1c(C)[nH]c2ccc(OCc3ccccc3)cc12)C1=C(O)CC(c2ccccc2)CC1=O (configuration not stated)
  i, 1%, u, 2%, -11%, -17%, 9, -16%, -29%
> COCCn1c(C)nnc1SCC(=O)Nc1ccccc1[N+](=O)[O-]
  i, -5%, 4%, -6%, u, 7%, 29, 13%, 2%
> CCOC(=O)c1c(C)[nH]c(C)c1S(=O)(=O)N1CCC(C(=O)N2CCN(c3cccc(C)c3)C(C)C2)CC1 (configuration not stated)
  i, x, 0%, x, -6%, x, x, -4%, x
> COc1cc2nc(=S)n(CCCN3CCOCC3)c(N)c2cc1OC
  i, -12%, -2%, 5%, 10%, 2%, -7, -12%, 5%
> Nc1nc(NCC2CCCO2)nc(NCC2CCCO2)c1[N+](=O)[O-] (configuration not stated)
  i, -76%[inhibitor], 0%, -18%, 2%, 16%, 27, 4%, 2%
> CCOc1cc2c(cc1OCC)CN(C(=O)c1cccc(S(=O)(=O)N3CCCC3)c1)CC2
  i, 0%, -12%, 3%, -18%, -2%, -8, x, -3%
> CC1=NN(C(=O)Cc2ccc(C)cc2)C(O)(c2cccnc2)C1 (configuration not stated)
  u, 4%, 0%, 4%, 19%, 18%, 20, 0%, 23%
> CC(C)(C)OC(=O)N1CC(O)CC1C(=O)OCC(=O)c1ccc(Cl)cc1 (configuration not stated)
  i, -2%, 19%, -5%, -2%, 11%, -5, 2%, 0%[9.24 µM]
> CCCCCCCCCCOC(=O)c1csc2nnsc12
  i, -2%, 11%, -1%, -10%, 0%, 29, 1%, -5%
> O=C(NCC1CCCO1)c1cc(S(=O)(=O)Nc2ccc(Br)cc2)ccc1Cl (configuration not stated)
  i, 3%, -7%, -6%, -2%, -1%, 32, x, 0%
> CC(=O)c1sc(NC(=O)CCS(=O)(=O)c2ccc(Cl)cc2)nc1C
  u, 7.3µM*, -13%, u, -21%, 0%, u, 14%, 3%
> Cc1ccn2c(Nc3ccc4c(c3)OCO4)c(-c3ccc(O)cc3)nc2c1
  u, u, -23%&2%, -7%, 18%&20%, -2%, -27, 13%, -2%
> CC(C)Cn1c(N)c(C(=O)COC(=O)c2ccc(O)cc2)c(=O)n(C)c1=O
  u, 0%, u, 0%, u, 5%, 16, x, 1%
> CC(=O)Nc1nonc1NC(=O)CSc1ccccn1
  i, 12%, 3%, 1%, 1%, -4%, 17, 0%, 3%
> CCCNC(=O)C1CCC(Cn2c(=O)c3sccc3n(CC(=O)Nc3ccccc3C)c2=O)CC1 (configuration not stated)
  i, x, 13%, x, 7%, x, x, 15%, x
> O=C(NCc1cccs1)Nc1cccc(Cl)c1
  i, -2%, 7%, -8%, 23%, -6%, -8, 22%, -1%
> O=C(O)CSc1nc2ccccc2n1-c1ccccc1
  i, -1%, 2%, -2%, 2%, -5%, -81*, -2%, 6%
> Cc1cc(NCC(C)C)n2ncnc2n1
  i, 0%, 24%, -8%, 8%, 8%, -2, 0%, -4%
> O=C(O)c1csc(N/N=C/c2ccc(Br)cc2)n1
  i, -15%, -1%, 5%, -2%, -1%, -1, 8%, -6%
> O=C(OCC1CCCO1)c1ccc2c(c1)N(Cc1ccccc1)C(=O)c1ccccc1S2(=O)=O (configuration not stated)
  i, x, 7%, x, 5%, x, x, -6%, x
> CC(=O)C1C(c2cccc(F)c2)NC(=O)NC1(O)C(F)(F)F (configuration not stated)
  i, -7%, -8%, -8%, -6%, -22%, 4, -2%, u
> CCc1ccc(-c2nn(CC(=O)NC3CCCC3)c3c2cnc2ccc(F)cc23)cc1
  i, x, 7%, x, 5%, x, x, 30%, x
> COc1ccc(CC(=O)NC2CCCCCC2)c(OC)c1
  u, 6%, -5%, 0%, 2%, 5%, -5, 1%, 20%
> COc1cc(OC)cc(C(=O)N2CCC(C(=O)Nc3ccc4c(c3)OCCO4)CC2)c1
  i, 12%, 0%, -5%, 0%, -16%, 0, -13%, -4%
> COc1ccc(CNCCC(c2ccc(F)cc2)c2ccc(OC)cc2)cc1 (configuration not stated)
  i, u, u, u, 23µM*, 21µM*, x, -14%, 21µM*
> COC(=O)c1ccc(OC)c(NS(=O)(=O)c2ccc(-n3cnnn3)cc2)c1
  i, -3%, 0%, -6%, 3%, -9%, 24, -13%, -1%
> Cc1cc(C)c2ccc3c(C)c(C)n(C)c3c2n1
  i, 0%, 22%, 1%, -3%, 9%, -3, -5%, 3%
> O=C(CSc1ncnc2c1cnn2CCc1ccccc1)Nc1cccc(C(F)(F)F)c1
  i, u, -1%, -6%, -18%, u, -13, -18%, u
> COC(=O)c1cc(CNC(=O)C2CC(=O)N(c3ccc4c(c3)OCCO4)C2)ccc1OC (configuration not stated)
  u, -2%, -18%, -2%, 0%, 1%, -10, -9%, 0%
> CCCCN(CC)CCNC(=O)Cn1cc2c(n1)-c1c(oc(C(=O)N3CCCC3)c1C)CC2
  u, -4%, 20%, -6%, -4%, 3%, -4, x, 4%
> Cc1ccc(S(=O)(=O)NCCC(=O)N2CCN(S(=O)(=O)c3ccccc3)CC2)cc1C
  i, 0%, 4%, -3%, -4%, -2%, -13, 11%, 1%
> CCOc1ccc(NC(=O)C2CCCN(S(=O)(=O)c3ccc4[nH]c(=O)ccc4c3)C2)cc1 (configuration not stated)
  i, 1%, u, u, 28%, -6%, 25, 8%, -4%
> CC(=O)/C(=N\Nc1ccc(C)cc1)Sc1nncn1C
  i, 4%, -6%, -3%, 2%, u, 24, -10%, u
> COc1ccc(S(=O)(=O)N2CCC(C(=O)NC3CC(C)(C)NC(C)(C)C3)CC2)cc1
  i, -1%, 12%, -9%, 7%, 10%, 20, 12%, 2%
> CC1CC(NC(=O)Cc2ccc(Br)cc2)CC(C)(C)C1 (configuration not stated)
  i, u, u, u, -9%, u, -11, -8%, u
> O=C(COc1ccc(-c2ccccc2)cc1)Nc1cccnc1
  i, 10%, -9%, -8%, -18%, -16%, -28, -20%, -12%
> COc1ccc(C(=O)OCC(=O)c2ccc[nH]2)c(OC)c1
  u, -19%, -9%, -7%, 6%, 17%, -2, 19%, 17%
> Cc1ccc(C(=O)NC(=S)Nc2ccc(Oc3ccc(Cl)cc3)cc2)cc1
  i, 7%, -6%, 5%, -1%, -7%, 0, -17%, -2%
> CN(C)c1ccc(Nc2nc(N)c3ccccc3n2)cc1
  i, -22%, u, -4%, u, u, -96*, 5µM*, u
> O=[N+]([O-])c1ccc(P(=O)(Cc2ccccc2)c2ccccc2O)cc1 (configuration not stated)
  u, 13%, 6%, 2%, 13%, -20%, 63, -34%, -5%
> CS(=O)(=O)N1CCn2c1nc1ccccc12
  i, -47%[inhibitor], -2%, 26%, 0%, 7%, 3, -10%, 9%
> O=C(NC(=S)Nc1ccc2oc(-c3ccncc3)nc2c1)c1ccccc1F
  i, 1%, -31%, u, -8%, 3%, -5, 20%, 26%
> COc1ccc(Cn2c(CCCO)nc3ccccc32)cc1OC
  i, -6%, 0%, -4%, -3%, 13%, 7, -10%, 14%
> Cc1ccc(/C=C/C(=O)CCC(=O)O)cc1
  i, 11%, -1%, -11%, 2%, -1%, -20, 53%[activator], -2%
